Source: PubChem (several laboratories)
GC-A act = GC-A (human) enzyme activation | P16066 | HEK293 GC-A cells, cGMP TR-FRET, EC30 ANP; 0% at EC30 ANP, 100% saturating ANP | activation, % at 10 µM | 0.14% of 370,000 active | AID 1671463; in the data active means activation above about 40%
GC-B act = GC-B (human) receptor activation | P20594 | HEK293-GC-B cells, CNP EC30, cGMP TR-FRET; 0% at EC30 CNP, 100% saturating CNP | activation, % at 10 µM | 0.11% of 370,000 active;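 active means activation at 10 µM reaching about 35% in either raw or pattern-adjusted values, limit read from the data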
UHRF1 MBD2 ctr = human UHRF1 methylated DNA binding inhibitors; 0.75% of 370,000 active; Q96T88; UHRF1 binding to methylated oligo, TR-FRET; inhibition, % at 4.4 µM; in the data active means inhibition above about 21%;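 further: UHRF1 SRA domain binding a hemimethylated CpG hairpin DNA probe; 0% = median of test compound wells and 100% = reference inhibitor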
HTRA1 inh = blocks human HTRA1 serine peptidase. recombinant HTRA1, FP-rhodamine activity-based probe, fluorescence polarization. inhibition, % at 5.96 µM. 0.5% of 340,000 active; in the data active means inhibition above about 36%;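 further: 0% = enzyme with DMSO and 100% = wells lacking enzyme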
PRMT1 FP inh = blocks human protein arginine methyltransferase 1 | Q99873 | recombinant PRMT1, activity-based probe fluorescence polarization | inhibition, % at 2.79 µM | 1.3% of 370,000 active | AID 652257;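 active means inhibition above about 21% made by adding two undisclosed values, limit read from the data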
MBD2 inh = MBD2-methylated oligo binding inhibition; TR-FRET, MBD2 binding to methylated oligonucleotide; inhibition, % at 4.4 µM; 0.31% of 370,000 active; AID 686964; in the data active means inhibition above about 13%
rCAG RNA binder = r(CAG) repeat RNA binding; TO-PRO-1 dye displacement fluorescence; inhibition, % at 3 µM; 1.3% of 370,000 active; AID 651821;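 active means inhibition above the plate cutoff, the mean of all test compounds on that plate plus 3 SD, cut at about 35% in these data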;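 further: 0% = DMSO alone and 100% = 100 µM mitoxantrone as full dye displacement; higher means more dye released from RNA so lower well fluorescence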
SIAE primary = inhibitors of human sialic acid acetylesterase SIAE; Q9HAT2; 0.69% of 370,000 active; inhibition, % at 9.66 µM; SIAE FP-Rh probe binding, fluorescence polarization;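 active means inhibition above a cutoff: mean of compounds within the control limits plus 3 SD of those, cut at about 17% in these data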;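 further: 0% = plate median of compound wells and 100% = probe without SIAE protein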
Target sequence (Q9HAT2 whole entry, looked up): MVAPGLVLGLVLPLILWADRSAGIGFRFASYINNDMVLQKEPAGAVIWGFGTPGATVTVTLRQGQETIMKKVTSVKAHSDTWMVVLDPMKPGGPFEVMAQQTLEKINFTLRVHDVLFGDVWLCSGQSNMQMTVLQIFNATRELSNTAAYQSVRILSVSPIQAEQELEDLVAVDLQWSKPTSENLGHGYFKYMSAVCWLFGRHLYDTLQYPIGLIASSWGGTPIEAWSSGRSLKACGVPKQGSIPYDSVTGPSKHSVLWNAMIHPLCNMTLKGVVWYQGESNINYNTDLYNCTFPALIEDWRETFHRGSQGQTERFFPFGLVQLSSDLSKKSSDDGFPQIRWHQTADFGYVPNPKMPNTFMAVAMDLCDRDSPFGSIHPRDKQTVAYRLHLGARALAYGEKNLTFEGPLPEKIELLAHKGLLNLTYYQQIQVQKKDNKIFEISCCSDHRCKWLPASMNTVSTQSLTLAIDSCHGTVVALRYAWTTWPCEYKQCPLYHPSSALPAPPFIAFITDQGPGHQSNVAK
TCR-CD3 inh = inhibitors of human TCR-CD3 interaction. TAMRA-labeled TCR probe fluorescence, biochemical. inhibition, % at 9.4 µM. 0.37% of 360,000 active. AID 651800; in the data active means inhibition above about 19%;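 further: recombinant mutant TCR 2C K166C tagged with TAMRA read by polarization; 0% = receptor in buffer alone and 100% = receptor with positive control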
ABHD4 inh = ABHD4 (mouse) inhibition, primary FP screen; Q8VD66; purified mABHD4, FP-Rh probe fluorescence polarization; inhibition, % at 8.92 µM; 0.54% of 370,000 active; AID 720543;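 active means inhibition exceeding the mean over every tested compound plus 3 SD, cut at about 30% in these data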;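 further: 0% = plate median of compound wells and 100% = S159A mutant with DMSO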
Target sequence (Q8VD66 whole entry, looked up): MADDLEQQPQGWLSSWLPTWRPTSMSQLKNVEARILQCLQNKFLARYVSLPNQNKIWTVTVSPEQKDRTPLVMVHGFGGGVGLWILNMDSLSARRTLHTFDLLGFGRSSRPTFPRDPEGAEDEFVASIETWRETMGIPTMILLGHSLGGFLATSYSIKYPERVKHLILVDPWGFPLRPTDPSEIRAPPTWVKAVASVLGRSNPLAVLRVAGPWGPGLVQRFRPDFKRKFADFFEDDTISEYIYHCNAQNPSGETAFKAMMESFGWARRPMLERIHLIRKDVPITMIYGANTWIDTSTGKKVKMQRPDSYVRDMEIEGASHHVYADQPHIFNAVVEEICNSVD
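Doses – 8.92 µM, single dose · Material – wild-type mouse ABHD4 protein · Replication – single well per compound (singlicate) · Measure – percent inhibition of probe binding, normalized to plate controls · Schedule – 45 min compound pre-incubation plus 60 min probe step, 25 °C · Detection – fluorescence polarization with parallel and perpendicular emission, 525/598 nm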
Numbers without * were called inactive; x = not tested or not shown. Only part of the results is shown (hit frequency here may not be typical).

mol	GC-A act	GC-B act	UHRF1 MBD2 ctr	HTRA1 inh	PRMT1 FP inh	MBD2 inh	rCAG RNA binder	SIAE primary	TCR-CD3 inh	ABHD4 inh
S=C(NCCCCN(Cc1ccc(Cl)cc1)c1ccc(Br)cn1)NCCCc1cnc[nH]1	-6	-4	0	x	4	-7	5	24*	-6	11
O=C(CCc1nc2ccccc2c(=O)[nH]1)NCc1ccco1	-2	3	0	6	0	3	-3	2	5	3
CCN1C(=O)c2cccc3c(S(=O)(=O)NC(Cc4c[nH]c5ccccc45)C(=O)O)ccc1c23 (centres undefined)	1	9	0	0	2	-3	2	9	2	6
O=S(=O)(CCNC1CC1)NC1CCCCC1	4	-1	-1	8	2	-3	0	-6	-3	-2
COc1ccccc1Oc1ccc2c(c1)C(=O)N(c1ccccc1)C2=O	5	-4	1	-3	5	-1	-2	2	-1	5
CCOc1ccc(NC2CCCCC2NS(=O)(=O)c2ccccc2)cc1 (centres undefined)	2	0	-1	2	5	1	-3	8	5	6
O=C(NC(C(=O)N/N=C/c1cc([N+](=O)[O-])ccc1O)c1n[nH]c(=O)c2ccccc12)c1ccccc1 (centres undefined)	-3	3	-5	3	3	-5	84*	-8	29*	23
CC(C)CC(N)c1csc(Nc2ccc(C(=O)NCCO)cc2)n1 (centres undefined)	0	3	0	x	-4	-1	4	13	1	5
CCCNC(=O)COC(=O)/C=C/c1ccc2c(c1)OCO2	4	2	-1	4	-2	-7	-3	9	2	-2
O=C(Nc1ccc(N2CCOCC2)cc1)c1ccccc1SCC(=O)N1CCCC1	0	3	0	-1	-1	-4	-6	2	0	-1
COC(=O)[C@H]1C[C@@]2(n3ccc4ccccc43)c3ccccc3N[C@H]2N1	-1	0	-1	x	4	8	9	3	x	11
Cc1ccc(C)c(OCC(O)CNC2CCCC2)c1 (centres undefined)	-5	4	-1	4	-4	0	4	-12	0	38*
OCCC1CN(Cc2cc(F)ccc2-n2cccn2)CCN1C1CCCC1 (centres undefined)	-5	2	5	8	12	4	-7	1	-6	1
CN(C)c1ccc(/C=C(\NC(=O)c2ccccc2)C(=O)NCc2ccncc2)cc1	-6	1	0	-3	3	3	3	7	-9	-18
CSc1n[nH]c(NC2=CC(=O)CCC2)n1	3	1	1	7	3	0	-1	-1	-5	-4
Cc1cccc(C)c1OCC(=O)NNC(=O)Nc1ccc(Cl)cc1	5	1	-1	-6	-1	-2	-2	-4	3	-5
CC(C)CNc1ncnc2c1ncn2[C@H]1CN(Cc2ccc3c(c2)OCO3)C[C@@H](CO)O1	2	-5	1	x	-1	-2	1	-4	5	3
CC(=O)CCc1c(C)[nH]c2ccc(NC(C)=O)cc2c1=O	3	-3	2	2	4	1	2	3	-1	0
Cc1ccc(S(=O)(=O)N2CCCOC2CNC(=O)C(=O)NCCC2=CCCCC2)cc1 (centres undefined)	-1	-1	4	-1	-1	-2	1	11	5	-1
CCC(NC(=O)c1cc(COc2cncc(Cl)c2)on1)c1ccc(C)cc1 (centres undefined)	-1	-2	4	-23	-5	-1	-8	-4	-2	-13
CC(C)C[C@@H]1COc2cc(Br)ccc2S(=O)(=O)N1Cc1cn(Cc2ccc(Cl)cc2)nn1	0	1	-1	x	-1	-3	0	-3	x	0
OC(COCc1cccs1)CN1CCN(c2cccc(C(F)(F)F)c2)CC1 (centres undefined)	4	2	1	-8	0	4	-3	6	1	8
CN(C)S(=O)(=O)c1cccc(NC(=O)COC(=O)/C=C/c2ccc([N+](=O)[O-])cc2)c1	1	-1	2	0	3	1	12	-2	0	6
O=c1[nH]cc(S(=O)(=O)N2CCCc3ccccc32)c(=O)[nH]1	4	2	0	0	2	-3	-1	-5	4	-2
COc1cccc(C(=O)N/N=C2/SCC(=O)N2CCc2ccc(OC)c(OC)c2)c1	2	-3	-1	3	-3	-1	-5	11	1	-5
Cc1ccc(-c2nc3c(c(=O)c4ccccc4n3C)c(=O)n2Cc2ccco2)cc1	9	-9	-6	-8	22*	1	12	-41	-1	-28
COc1ccc(-c2nsc3c(SCc4ccccc4)ncnc23)cc1	-2	-6	-3	-3	-4	2	1	-1	-6	5
COc1ccccc1-c1ccc(C(=O)O)o1	5	2	3	-6	4	6	-4	-10	-6	6
Cc1ccc(NC(=O)c2cccc(-n3cnnn3)c2)cc1Cl	-1	-1	1	-14	-1	3	4	-13	-6	-19
Cc1nc2ccc(Br)cn2c1NC(C)(C)C	2	-1	0	3	1	6	1	2	0	2
O=C(CCNS(=O)(=O)c1ccc(Cl)cc1)N1CCOCC1	-1	-1	-1	4	-7	-8	0	1	-3	-3
COc1ccc(CCC(=O)NC(C)C2CCCO2)cc1 (centres undefined)	3	-4	0	9	0	3	3	-1	-3	-2
O=C(CCc1ccccc1)NC1CCS(=O)(=O)C1 (centres undefined)	0	2	-1	-3	1	-6	2	6	-2	6
COc1ccc(-c2cn(Cc3ccc(C(=O)c4ccccc4)cc3)nn2)cc1	-2	0	2	x	1	-2	2	-6	0	1
CCOC(=O)c1[nH]c(C)c(CN(CCc2ccccc2)S(C)(=O)=O)c1C	-4	-5	0	-11	-3	-4	-1	-1	7	-2
CC(C)Oc1ccc(N2CC(C(=O)OCC(=O)NCc3ccccc3)CC2=O)cc1 (centres undefined)	27	-7	1	-1	0	3	-4	-1	5	-3
CCN1/C(=C/c2ccc3cc(C)ccc3[n+]2CC)Sc2ccccc21	-21	-12	-42	-5	-14	-1	-143	-22	-3	-79
O=C(COC(=O)C1(c2ccc(F)cc2)CCCC1)NCc1ccc2c(c1)OCO2	-1	-8	8	-10	-3	2	-2	8	-2	-14
CCCNC(=O)CSc1nc(Cc2ccccc2)nc2ccccc12	-9	-1	4	-4	5	0	-6	0	-10	1
O=C(CSc1ccccc1C(=O)NCCCN1CCCC1=O)NCc1ccco1	1	1	3	5	15	-1	2	-4	5	5
Cc1cc(NC(=O)CN2CCCC(C)C2)n(-c2nc3ccccc3s2)n1 (centres undefined)	1	6	4	3	5	6	3	0	-1	-7
COc1ccc(C2=NOC(C)(c3nnc(Cc4ccccc4)o3)C2)cc1 (centres undefined)	0	4	-3	6	-1	-5	-4	1	1	1
COCC(C)N=C1NN=C(c2cc(C)n(Cc3ccccc3Cl)c2C)CS1 (centres undefined)	-3	7	-1	2	-1	-2	-7	3	1	4
Cc1[nH]c(C(=O)N/N=C/c2ccc(N(C)C)cc2)c(C)c1C(=O)N/N=C/c1ccc(N(C)C)cc1	-7	-7	-7	12	3	-5	8	12	-6	4
CC(C)NC(=O)C(c1ccc(F)cc1)N(C(=O)CCC(=O)Nc1ccccn1)c1cccc(F)c1 (centres undefined)	-9	0	-3	0	1	-6	-7	-5	5	0
CNC(=O)/C(=C\c1cccc(Oc2ccccc2)c1)NC(=O)c1ccccc1	-1	4	2	-8	2	-1	-3	-2	1	4
CC1(C)C(=O)Nc2ccccc2N1C(=O)COC(=O)c1cc([N+](=O)[O-])ccc1N	0	3	6	-7	3	-4	5	2	-3	5
O=C(CNCC1CCCCC1)Nc1ccccc1N1CCCCC1	8	0	1	-37	-3	-2	-7	5	-3	4
Cc1ccc(-c2noc(CCCc3ccccc3)n2)cc1	0	-4	9	6	-1	-6	3	-1	-3	0
CCOc1ccc(C(=O)NCCCCNC(=O)c2ccc(OCC)cc2)cc1	-4	-2	5	7	1	3	-3	3	-7	4
O=C(NCc1cc(Cl)cc(Cl)c1)c1csc([C@@H]2O[C@H](CO)[C@H](O)[C@H](O)[C@H]2O)n1	0	3	5	x	3	0	-2	-1	-7	3
CCCn1c(O)c(N=NC(=O)CNC(=O)c2cccnc2)c2ccccc21	-6	-2	-2	2	-1	-4	-2	-3	1	-5
O=C(N/N=C/c1ccccn1)c1cc(-c2ccc(Br)cc2)nc2ccccc12	-1	0	-1	11	-2	2	1	4	7	0
CCOc1ccc(N2C(=O)CC(N3CCN(C(=O)c4ccco4)CC3)C2=O)cc1 (centres undefined)	1	9	8	1	2	0	6	-3	-10	-1
NC(=O)CSc1nnc2n(N)c(=O)c3ccccc3n12	3	2	4	2	-2	-2	3	-5	-6	-10
Cc1ccnc(NC(=O)C2CCN(S(=O)(=O)c3c(C)c(C)cc(C)c3C)CC2)c1	-1	3	-3	-41	-2	1	-1	-7	6	6
O=C(CCc1cn(Cc2ccc(F)cc2)c2ccccc12)N1CCOCC1	-4	-5	8	-6	0	1	-5	1	0	1
CN(CC(=O)Nc1c(Cl)cccc1Cl)C(=O)C1CSC2(C)CCC(=O)N12 (centres undefined)	1	2	-1	4	-4	1	0	-4	4	5
COc1ccc(N2CCN(Cc3cc4c(cc3O)CCC4)CC2)cc1	-1	5	0	2	2	5	-8	-1	-1	2
c1ccc2c(c1)ncc1cccn12	-3	3	-6	-6	-1	-9	0	-1	0	-1

Whole records, looked up by structure:
Profile of `Cc1[nH]c(C(=O)N/N=C/c2ccc(N(C)C)cc2)c(C)c1C(=O)N/N=C/c1ccc(N(C)C)cc1` → GC-A act = -7; GC-B act = -7; UHRF1 MBD2 ctr = -7; HTRA1 inh = 12; PRMT1 FP inh = 3; MBD2 inh = -5; rCAG RNA binder = 8; SIAE primary = 12; TCR-CD3 inh = -6; ABHD4 inh = 4
Profile of `O=c1[nH]cc(S(=O)(=O)N2CCCc3ccccc32)c(=O)[nH]1` → GC-A act = 4; GC-B act = 2; UHRF1 MBD2 ctr = 0; HTRA1 inh = 0; PRMT1 FP inh = 2; MBD2 inh = -3; rCAG RNA binder = -1; SIAE primary = -5; TCR-CD3 inh = 4; ABHD4 inh = -2

Going on with the list:
mol	GC-A act	GC-B act	UHRF1 MBD2 ctr	HTRA1 inh	PRMT1 FP inh	MBD2 inh	rCAG RNA binder	SIAE primary	TCR-CD3 inh	ABHD4 inh
CC[C@]12c3[nH]c4cc(-c5ccco5)ccc4c3CCN1C(=O)[C@@H](CC(=O)NCCCN(C)C)C[C@@H]2C(=O)N1CCN(C(=O)c2ccco2)CC1	2	-4	9	6	0	1	15	-4	2	4
O=C(Nc1cccc(Cl)c1)C1CCCN(S(=O)(=O)c2cnc[nH]2)C1 (centres undefined)	-2	6	2	-4	0	2	1	-2	-2	3
O=C(N[C@H](C(=O)N1CCC[C@H]1C(=O)NC1CCCC1)C1CCCCC1)c1cccs1	2	1	-1	x	-9	-3	1	-4	4	-1
Cc1nc2ccccn2c1-c1csc(Nc2cccc(C(=O)O)c2)n1	-1	-1	0	3	1	5	3	4	0	18
COc1ccc(NC(=O)Cn2c(=O)oc3cc(Cl)ccc32)c(OC)c1	-2	3	-2	-4	-1	-3	2	17*	7	-2
O=S(=O)(NC1CCCC1)c1ccc(S(=O)(=O)N2CCc3ccccc32)cc1	-10	-3	2	-38	-2	3	2	-3	3	-15
Cc1ccccc1NC(=O)COC(=O)CC1CCCC1	2	4	-2	-7	1	0	-8	-1	6	0
N#Cc1ccccc1Sc1ccccc1C(=O)OCC(=O)NC12CC3CC(CC(C3)C1)C2	-9	7	-2	-43	-4	4	-1	-4	7	-16
CC(=O)N(CCC1(C(C)C)CCOC(C)(C)C1)C(C)c1cccs1 (centres undefined)	-8	-5	1	3	2	1	-11	0	-2	3
